# Growth percent in the NCI-60 one-dose screen (48 h, 10 µM unless noted): 100 = growth as untreated, 0 = no growth, -100 = all killed.
# HS 578T: HS 578T breast cancer. hit rate 4.1% among 78,000
# LOX IMVI: LOX IMVI melanoma | hit rate 7.4% among 79,000 | AID 1794757
# K-562: K-562 leukemia; hit rate 7.4% among 78,000; AID 1794777
# MCF7: MCF7 breast cancer. hit rate 6.3% among 82,000. AID 1794796
# BT-549: BT-549 breast cancer; hit rate 4.4% among 78,000; AID 1794793
# T-47D: T-47D breast cancer. AID 1794792. hit rate 5% among 79,000
# MDA-MB-231: MDA-MB-231 breast cancer. hit rate 5% among 81,000
# MDA-MB-468: MDA-MB-468 breast cancer; hit rate 8.5% among 78,000; AID 2202374
# * marks the source's active call; other numbers are inactive results; . = no result given; & = joins results of further samples. Rule for the calls: active = growth percent below 10; inactive = the rest.
SMILES,HS 578T,LOX IMVI,K-562,MCF7,BT-549,T-47D,MDA-MB-231,MDA-MB-468
Cn1ccnc1C(=O)/C=C/c1ccc(NC(=O)Nc2ccccc2)cc1,5.5*,.,7.8*,6.8*,-3.9*,16,-2.9*,-46*
CN(C)c1ccc(/C=C/c2ccc3ccccc3n2)cc1,.,93,161,64,96,74,95,91
Cc1ccc(C2=N[C@H]3CCC[C@@H]3N(c3ccccc3)C(C(Cl)Cl)=N2)cc1,100,88,95,87,106,106,117,116
COc1ccc2[nH]c3c(cnn4cnnc34)c2c1,101,103,102,99,113,102,108,96
Cc1cccc(NC#N)n1,115,95,88,84,.,106,109,111
c1ccc(-c2onc3ccc(-n4nncc4-c4cccs4)cc23)cc1,87,97,.,92,104,90,93,98
COc1cc(Sc2nc3ccccc3o2)cc(OC)c1OC,97,92,81,91,104,86,94,92
COc1ccccc1NC(=O)COc1cc(O)c2c(=O)cc(-c3ccccc3)oc2c1,98,97,102,90,104,87,95,115
Cn1cc(-c2csc(-c3c[nH]c4ccccc34)n2)c2cccnc21,60,.,19,14,50,27,48,-22*
CCCC(=O)NC1C(Nc2ccc(S(=O)(=O)Nc3nc(C)cc(C)n3)cc2)OC(CO)C(O)C1O (stereo not drawn),109,99,103,101,103,101,121,120
COc1cc(C(=O)Nc2nc(-c3ccc(Cl)cc3)cs2)cc(OC)c1OC,100,.,105,95,107,94,121,90
COc1nc2c(c(=O)n(C)c(=O)n2C)n1C,106,100,111,97,101,107,108,87
O=C1OC(c2ccc(-c3ccccc3)cc2)=C/C1=C/c1cccs1,98,99,88,42,92,34,75,-48*
O=C/C=C/C=C/C=C/c1ccccc1,99,100,108,97,.,98,107,98
CCOC(=O)c1cc([N+](=O)[O-])cc([N+](=O)[O-])c1,105,100,.,112,96,.,103,111
CC(=O)Nc1ccc2c(c1)C[N+](C)(C1CCCCC1)CO2 (stereo not drawn),111,99,112,93,116,111,101,102
Cc1ccc(O)c(C(=O)O)c1,108,101,98,104,111,106,114,106
COc1cc2c(cc1OC)=c1c(c(O)c3cccn13)N=2,96,.,115,93,89,94,75,92
COC(c1ccccc1)(c1ccccc1)N(C)C,102,92,104,111,107,99,102,105
C=C(C)[C@@H]1CC=C2c3sc(-c4ccc(O)c(O)c4)nc3C[C@@H](C)[C@]2(C)C1,101,46,82,53,90,72,64,.
CCN(CC)c1ccc(N=Nc2ccc(C)cc2)cc1,.,94,88,85,97,90,.,100
CN=C1NC(C)(C)C2CCC(C)(CC2)S1,96,110,100,93,116,101,97,102
CCCC1OCC(CC)([N+](=O)[O-])CO1 (stereo not drawn),.,108,99,96,100,105,108,86
CC1=C(SCCC(=O)OC(C[Se]c2ccccc2)C(=O)NC(C)(C)C)C(=O)c2ccccc2C1=O (stereo not drawn),101,75,91,89,108,70,84,.
C[N+]1(C)C2CC(OC(=O)[C@@H](CO)c3ccccc3)CC1C1OC12 (stereo partly drawn),99,95,118,94,93,99,105,127
N#Cc1c(-c2cccnc2)cc(-c2c[nH]c3ccccc23)[nH]c1=O,.,.,107,88,87,93,.,98
CCOC(=O)C1=C(C)NC(=O)NC1c1ccc(OCC(=O)N/N=C(/C)c2ccccc2)cc1 (stereo not drawn),91,103,110,93,94,87,97,91
CC/C(=N\N=C(/CC)c1ccc(Br)cc1)c1ccc(Br)cc1,110,99,109,91,91,83,103,110
O=C(N/N=C/c1cccnc1)C(=O)Nc1cccc(C(F)(F)F)c1,113,88,95,98,97,91,99,105
O=C(NO)c1ccc(O)cc1,103,110,109,90,96,92,90,98
CCCCCCCCCN1C(=O)/C(=c2\sc3n(c2=O)NC2C(N=3)N(CC)C(=O)N2CC)c2ccccc21 (stereo not drawn),79,72,77,82,99,.,83,61
C/C(=N\N)c1ccc(NC2=CC(=O)c3ccccc3C2=O)cc1,86,49,62,58,88,69,71,72
NC(=O)c1cn2c3c(cccc3c1=O)C(=O)CC2,109,113,104,109,97,86,120,104
NS(=O)(=O)c1ccc(N2N=C(c3ccc(-c4ccccc4)cc3)CC2c2ccc(Cl)cc2)cc1 (stereo not drawn),89,87,71,63,116,75,87,.
CCCCCN(CCCCC)C(=O)CCC,101,104,105,95,104,100,116,81
Cc1ccc2nc(COc3ccc(C(=O)NNC(=O)Nc4ccc(Cl)c(C(F)(F)F)c4)cc3)[nH]c2c1,40,69,21,53,-2.0*,-25*,3.9*,-57*
Nc1ccc(-c2nnc3sc(-c4ccc(F)cc4)nn23)cc1,105,102,112,92,106,98,104,93
COc1ccc([I+]c2ccccc2)cc1,95,40,25,52,69,77,87,.
Clc1ccc2[nH]cc(-c3nn4cc(-c5ccncc5)nc4s3)c2c1,31,50,49,24,-54*,6.4*,51,42
CCOC(=O)/C=C/C(=O)Nc1ccc(C(=O)O)c(O)c1,109,100,95,99,126,117,105,104
CCOc1ccc(C(C[N+](=O)[O-])Sc2ccccc2N)cc1 (stereo not drawn),44,.,9.1*,0.4*,-75*,43,18,-58*
O=C(SCc1ccccc1)c1ccccc1,116,101,.,102,118,92,112,124
COc1ccc(C2=C/C(=C/c3ccc(Cl)cc3)C(=O)N2Cc2ccccc2)cc1,104,100,108,100,104,84,100,87
CCOc1ccc(C2N(C)c3ccccc3N2C)cc1,78,82,53,70,91,86,71,87
CCOC(=O)C(CCC(C)C)C(=O)OCC,115,115,103,98,104,100,109,105

# Three structures from above, arranged by length of the SMILES, lowest first:
SMILES,HS 578T,LOX IMVI,K-562,MCF7,BT-549,T-47D,MDA-MB-231,MDA-MB-468
O=C(SCc1ccccc1)c1ccccc1,116,101,.,102,118,92,112,124
CCOC(=O)C(CCC(C)C)C(=O)OCC,115,115,103,98,104,100,109,105
COc1ccc(C2=C/C(=C/c3ccc(Cl)cc3)C(=O)N2Cc2ccccc2)cc1,104,100,108,100,104,84,100,87

# (more compounds)
SMILES,HS 578T,LOX IMVI,K-562,MCF7,BT-549,T-47D,MDA-MB-231,MDA-MB-468
CCCCC(=O)Nc1cccc(NC(=O)c2cccc(F)c2)c1,109,95,106,91,109,77,92,111
O=[N+]([O-])c1cnc2ccccc2c1N[C@@H](CO)c1ccccc1,96,96,97,98,102,86,105,89
C/C(=N\Nc1ncc(-c2ccc3occc3c2)s1)c1cc2ccccc2o1,105,101,95,80,103,81,94,99
CCN(CCCNC(=O)Cc1cc(=O)oc2cc(N(C)C)ccc12)CCNc1ccnc2cc(Cl)ccc12,98,66,0.7*,66,.,123,79,52
C#CCOc1ccc(/C=N/Nc2nc(-c3cc4ccc(OC)cc4oc3=O)cs2)cc1,89,93,75,75,85,68,105,79
CCS(=O)(=O)c1ccc2c(c1)N1C(=NS(=O)(=O)c3cnccc31)O2,105,113,78,115,91,118,136,.
COc1ccc(NCc2ccc(CO)n2Cc2ccccc2)cc1,108,66,.,99,68,87,98,95
CC(=O)C1=C(O)C=C2Oc3c(C(=O)/C=C/c4cc(Cl)cc(Cl)c4)c(O)c(C)c(O)c3[C@]2(C)C1=O,-17*,-54*,-16*,-11*,-20*,-24*,-31*,-42*
O=C(O)c1ccc(-c2nn(-c3ccc(C(=O)O)cc3)cc2/C=N/Nc2ccc(F)cc2F)cc1,110,93,94,92,110,71,90,114
O=c1c2ccccc2c2c3c1cccc3c1cccc3c(=O)c4ccccc4c2c31,69,91,113,103,98,87,92,104
NCC1CC1,.,100,92,98,99,95,115,103
COc1ccc(-c2cc(-c3ccccn3)[nH]c(=O)c2C#N)cc1,101,97,97,84,94,94,98,106
Cc1ccc(O)cc1,111&126,101&97,106&102,101&100,103&100,103&98,98&111,101&96
COc1ccc(C(=O)/C=C/c2cc(OC)c(OC)c(OC)c2)cc1S(=O)(=O)NNC(=O)c1ccncc1,95,79,63,62,85,80,96,81
CC/C(C)=C(\C)C(=O)O,100,93,100,99,.,100,111,106
CCN(CC)c1ccc2cc(C(Nc3ccc(F)c(Cl)c3)c3nnnn3C(C)(C)C)c(=O)oc2c1 (stereo not drawn),88,101,86,76,100,70,84,104
CCOP(=O)(OCC)OC[C@]12CCC(C)(C)C=C1[C@H]1CC[C@@H]3[C@@]4(C)CC[C@H](OP(=O)(OCC)OCC)C(C)(C)[C@@H]4CC[C@@]3(C)[C@]1(C)CC2,-14*,-90*,4.7*,-48*,-20*,13,-55*,-17*
CN(Nc1cccc(Cl)c1)c1cccc(Cl)c1,96,90,83,86,89,92,80,87
Cc1c(O)c(=O)ccn1-c1ccc2sc(N)nc2c1,92,95,97,92,104,94,103,104
CCOC(=O)/C(=C\c1ccc(C)cc1)C(C)=O,94,105,104,99,103,104,112,95
Cc1oc2ncnc(Nc3cccc(F)c3)c2c1C(=O)O,100,98,98,98,94,96,85,104
O=c1[nH]c(=S)[nH]n1C(=S)n1[nH]c(=S)[nH]c1=O,99,96,99,92,108,92,111,93
COc1ccc(-c2c(-c3cc(OC)c(OC)c(OC)c3)nc3sc(C4CC4)nn23)cc1OC,14,39,71,38,68,49,31,42
Cc1ccc(/C=C(/C2=NCCN2)n2cnc3ccccc32)cc1,107,94,92,87,83,97,98,102
O=c1c2ccccc2[nH]c2ccc(Cl)cc12,109,106,101,70,97,98,87,73
CC(=O)NNC(=S)/N=C/c1c(C)[nH]n(-c2ccccc2)c1=O,88,98,93,101,103,89,95,97
COc1cc(OC)c(/C=C\C(=O)c2ccccc2O)c(OC)c1,96,.,84,87,88,84,88,86
C=C(C)CNC(=O)C1CC(C)=CC(C)C1C (stereo not drawn),94,103,105,93,93,105,103,103
O=c1[nH]cc(CCCO)c(=O)[nH]1,106,91,103,96,110,90,107,92
O=C1Nc2cc(Cl)ccc2/C1=C/c1cccc(OCc2ccc(Br)cc2F)c1,-10*,-46*,1.9*,5.4*,11,9.7*,.,-9.1*

# Single entries from above:
# T-47D with `CC(=O)NNC(=S)/N=C/c1c(C)[nH]n(-c2ccccc2)c1=O` stands at 89
# K-562 with `O=c1c2ccccc2[nH]c2ccc(Cl)cc12` stands at 101
# MDA-MB-468 with `CCN(CC)c1ccc2cc(C(Nc3ccc(F)c(Cl)c3)c3nnnn3C(C)(C)C)c(=O)oc2c1` (stereo not drawn) stands at 104
# MDA-MB-231 with `COc1cc(OC)c(/C=C\C(=O)c2ccccc2O)c(OC)c1` stands at 88

# (continued)
SMILES,HS 578T,LOX IMVI,K-562,MCF7,BT-549,T-47D,MDA-MB-231,MDA-MB-468
Nc1ccccc1-n1nc2ccc3ccccc3c2n1,84,81,.,78,81,72,69,65
COC(=O)[C@@H]1CCCN1C(=O)[C@@H]1CCCN1C(=O)[C@@H](Cc1c[nH]c2ccccc12)NC(=S)Nc1cc(C(F)(F)F)cc(C(F)(F)F)c1,59,23,15,26,82,33,53,2.3*
COc1ccccc1NC1=C(N2CCCCC2)C(=O)c2ccccc2C1=O,93,87,75,75,94,77,83,66
CCOC(=O)C(N=Nc1ccc(S(=O)(=O)N=C(N)N)cc1)C(=O)OCC,100,100,100,91,95,108,102,92
O=c1[nH]cnc2c(-c3nc4ccccc4s3)c(Nc3ccccc3)sc12,94,87,95,71,104,75,81,95
O=c1[nH]c2ccccc2c2cc3ccccc3cc12,104,95,92,66,89,89,99,96
CCCNC(=O)Oc1ccc(/C(=C(\C)c2ccccc2)c2ccc(OCCCN(C)C)cc2)cc1,55,76,12,22,83,33,59,83
CCC1(c2ccccc2)NC(=O)N(CC(=O)NCC(=O)Nc2ccc(Br)cc2C)C1=O (stereo not drawn),107,104,100,108,94,86,117,101
C=CCC1CCC/C1=N\O (stereo not drawn),96,100,111,103,111,99,101,90
O=C(NNc1ccccc1)C(O)C(O)C(O)C(O)CO (stereo not drawn),91,84,105,98,100,88,92,85
C[C@]12CC[C@H]3[C@@H](CC=C4C[C@@H](O)CC[C@@]43C)[C@@H]1C[C@H](O)C2,102,101,81,119,116,103,112,92
CCCCCCC(CC#N)(CCC)CCCC (stereo not drawn),95,90,106,96,120,112,106,101
O=c1oc2cc(O)ccc2cc1-c1nc2ccccc2o1,108,98,85,95,93,79,107,.
CCOc1cccnc1/C=N/NC(N)=S,60,36,31,29,52,72,50,53
CCS/C(Nc1ccccc1)=C(\C#N)c1nc2ccccc2s1,96,88,85,65,82,41,70,68

# Record cards, from the list above.
# CCCCC(=O)Nc1cccc(NC(=O)c2cccc(F)c2)c1 is listed as HS 578T = 109; LOX IMVI = 95; K-562 = 106; MCF7 = 91; BT-549 = 109; T-47D = 77; MDA-MB-231 = 92; MDA-MB-468 = 111
# C=C(C)[C@@H]1CC=C2c3sc(-c4ccc(O)c(O)c4)nc3C[C@@H](C)[C@]2(C)C1 is listed as HS 578T = 101; LOX IMVI = 46; K-562 = 82; MCF7 = 53; BT-549 = 90; T-47D = 72; MDA-MB-231 = 64; MDA-MB-468 = .
# COC(=O)[C@@H]1CCCN1C(=O)[C@@H]1CCCN1C(=O)[C@@H](Cc1c[nH]c2ccccc12)NC(=S)Nc1cc(C(F)(F)F)cc(C(F)(F)F)c1 is listed as HS 578T = 59; LOX IMVI = 23; K-562 = 15; MCF7 = 26; BT-549 = 82; T-47D = 33; MDA-MB-231 = 53; MDA-MB-468 = 2.3*

# The results go on:
SMILES,HS 578T,LOX IMVI,K-562,MCF7,BT-549,T-47D,MDA-MB-231,MDA-MB-468
O=[N+]([O-])c1ccccc1Nc1cccc(F)c1,105,99,111,107,94,97,107,115
ClCC1(Cn2cnc3c(Cl)nc(Cl)nc32)COC1,51,45,65,76,108,72,80,19
COc1ccc(C(=O)CSc2nnc(-c3ccc(-c4ccccc4)nc3C)o2)cc1,98,108,102,97,99,96,100,99
N=C(N)c1ccc(-c2ccc(-c3ccco3)o2)cc1,83,57,7.5*,43,80,59,52,23
NNC(=O)c1ccccc1F,106,99,100,103,115,88,111,105
O=C(CSc1nc2ccccc2s1)Nc1ccc(-c2nc3ccccc3s2)cc1,98,96,86,71,88,66,87,61
NC(N)=Nc1ccc(Oc2cccc(NC(N)=Nc3ccc(I)cc3F)c2)cn1,53,13,46,7.6*,89,26,63,-8.0*
